# Bioassay records as filed in PubChem.
# M4 antag = blocks acetylcholine activation of human M4 receptor. AID 624125. inhibition, % at 3 µM. CHO-hM4 cells, ACh EC80, Fluo-8 calcium fluorescence. P08173. actives 0.73% (n = 360,000);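 active means inhibition above its plate's cutoff, the mean inhibition of sample wells plus 3 SD, cut at about 27% in these data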;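 further: 0% = acetylcholine EC80 with DMSO and 100% = DMSO without agonist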
# Target sequence (P08173 whole entry, looked up): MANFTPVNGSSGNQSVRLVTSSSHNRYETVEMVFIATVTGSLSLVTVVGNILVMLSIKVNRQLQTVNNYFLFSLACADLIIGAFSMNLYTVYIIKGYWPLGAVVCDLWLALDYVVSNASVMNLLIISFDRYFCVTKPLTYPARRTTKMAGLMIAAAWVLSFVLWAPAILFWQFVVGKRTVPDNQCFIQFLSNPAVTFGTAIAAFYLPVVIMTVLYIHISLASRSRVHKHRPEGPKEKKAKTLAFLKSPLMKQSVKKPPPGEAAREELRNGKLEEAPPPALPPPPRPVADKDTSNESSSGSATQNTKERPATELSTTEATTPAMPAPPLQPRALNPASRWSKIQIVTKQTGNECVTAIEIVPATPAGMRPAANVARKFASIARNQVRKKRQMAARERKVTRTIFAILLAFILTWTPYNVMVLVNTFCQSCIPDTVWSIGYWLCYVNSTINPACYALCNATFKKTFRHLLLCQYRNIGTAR
# CHRM5 antagonist = blocks acetylcholine activation of human M5 receptor; actives 0.59% (n = 360,000); CHO-hM5 cells, Fluo-8 calcium fluorescence, ACh EC80; inhibition, % at 3 µM; AID 624040;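 active means inhibition above a per-plate cutoff, the mean of that plate's test compounds plus 3 SD, cut at about 27% in these data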;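 further: 0% = acetylcholine EC80 with DMSO and 100% = DMSO without agonist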
# M1 ag = agonists of human M1 muscarinic receptor | actives 0.33% (n = 360,000) | activation, % at 3 µM | CHO-K1 hM1, Fluo-8 calcium fluorescence, agonist mode; 0% DMSO, 100% acetylcholine EC100 | P11229;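 active means activation above the run's mean compound activation plus 3 SD, cut at about 16% in these data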;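 further: peak over basal fluorescence ratio within a 140 s kinetic read after compound addition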
# Target sequence (P11229 whole entry, looked up): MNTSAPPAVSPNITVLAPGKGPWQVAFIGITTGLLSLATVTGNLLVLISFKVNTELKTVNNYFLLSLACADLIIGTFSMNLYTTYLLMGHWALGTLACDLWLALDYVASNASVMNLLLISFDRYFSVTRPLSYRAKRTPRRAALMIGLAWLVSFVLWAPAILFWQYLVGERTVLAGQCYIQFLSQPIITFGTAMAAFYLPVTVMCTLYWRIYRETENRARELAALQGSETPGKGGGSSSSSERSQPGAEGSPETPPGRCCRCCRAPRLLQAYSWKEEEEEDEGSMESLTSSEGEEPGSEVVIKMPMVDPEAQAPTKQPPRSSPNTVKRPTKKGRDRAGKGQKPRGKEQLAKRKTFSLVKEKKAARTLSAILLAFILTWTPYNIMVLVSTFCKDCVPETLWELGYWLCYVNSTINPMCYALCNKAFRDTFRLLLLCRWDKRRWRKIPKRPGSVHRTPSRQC
# M1 PAM = potentiates human M1 receptor response to acetylcholine. CHO-K1 hM1, Fluo-8 calcium fluorescence, ACh EC20; 0% = ACh EC20, 100% = maximal ACh. actives 0.088% (n = 360,000). P11229. activation, % at 3 µM. AID 588819; in the data active means activation above about 19%, passing the limit was not always enough
# M5 ag = agonists of human muscarinic M5 receptor (CHRM5); activation, % at 3 µM; P08912; actives 0.19% (n = 360,000); CHO-K1 hM5 cells, Fluo-8 calcium fluorescence; 0% DMSO wells, 100% maximal acetylcholine response; AID 624037;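 active means activation above the run's mean over test compounds plus 3 SD, cut at about 23% in these data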;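 further: signal is peak over basal fluorescence ratio across the kinetic read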
# CHRM4 agonist = agonists of human muscarinic M4 receptor (CHRM4); actives 0.14% (n = 360,000); activation, % at 3 µM; P08173; AID 624127; CHO-K1 hM4/Gqi5, Fluo-8 calcium fluorescence; vehicle 0%, full acetylcholine response 100%;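 active means activation above the run mean over all test wells plus 3 SD, cut at about 32% in these data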;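 further: peak over basal fluorescence ratio per well then scaled between controls; 0% = DMSO wells and 100% = acetylcholine at EC100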
# M5 PAM = positive allosteric modulators of human muscarinic M5 receptor | P08912 | CHO-K1 hM5, Fluo-8 calcium, ACh EC20 PAM; 0% = ACh EC20, 100% = ACh EC100 | actives 0.3% (n = 360,000) | AID 624038 | activation, % at 3 µM;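 active means activation above the run cutoff, the mean activation of all test compounds plus 3 SD, cut at about 18% in these data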
#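 Probe or stimulus: acetylcholine, EC20 level; Assay system: human M5 receptor in CHO-K1 cells; Schedule: compound preincubation 140 s before EC20 acetylcholine addition; Technique: intracellular calcium via Fluo-8 fluorescence; Dosing: single-point, 3 µM nominal; Read-out basis: percent activation from peak-over-basal fluorescence ratio, scaled EC20-to-EC100 acetylcholine; Repeats: one well per compound, no replicates.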
# CHRM1 antagonist = antagonists of human M1 muscarinic receptor; inhibition, % at 3 µM; CHO-K1 hM1, Fluo-8 calcium fluorescence, ACh EC80 antagonist; actives 1.3% (n = 360,000); P11229; AID 588852;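 active means percent inhibition above its own plate's cutoff, namely the mean of that plate's compound wells plus 3 SD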;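 further: peak over basal fluorescence ratio during 140 s after agonist addition; 0% = ACh EC80 plus DMSO and 100% = DMSO alone without agonist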
# TAAR1 ag = agonists of human TAAR1 | Q96RJ0 | CHO RD-HGA16 TAAR1, Fluo-8 calcium fluorescence; vehicle wells 0%, saturating PEA agonist 100% | activation, % at 3 µM | actives 0.99% (n = 360,000) | AID 624467;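 active means activation above the mean activation of all test compounds in the run plus 3 SD, cut at about 38% in these data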
#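 test system = CHO RD-HGA16 cells carrying human TAAR1 plus Gα16 | schedule = 17-24 h seeding, 75 min 37 °C dye, 30 min RT | compound dosing = 3 µM single concentration | control set = DMSO and PEA EC100 | replicates = n 1 | signal = Fluo-8 fluorescence, 5 s baseline then 140 s kinetic read | measure = percent activation vs PEA EC100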
# The depositor's hits bear a star; . = not tested or not shown; & = joins results of further samples. These rows are one share of the data; the hit share may differ from the screen's.
SMILES,M4 antag,CHRM5 antagonist,M1 ag,M1 PAM,M5 ag,CHRM4 agonist,M5 PAM,CHRM1 antagonist,TAAR1 ag
CCOC(=O)CN1C(=O)C(O)=C(C(C)=O)C1c1ccc([N+](=O)[O-])cc1 (stereo unspecified),-2,-5,-2,6,-2,1,2,-15,5
CCOc1ccc(-c2cnc3cccnn23)cc1,-9,21,2,13,-2,-2,-11,-9,-1
Cc1ccc(NCc2ccccc2O)c(C)c1,0,3,-10,-1,-7,-1,-2,2,5
COc1cccc(C2c3c(oc4ccccc4c3=O)C(=O)N2CCCN2CCOCC2)c1OC (stereo unspecified),0,0,-1,12,2,0,7,-15,3
O=C(O)CCn1ncc2ccccc2c1=O,7,2,-3,0,4,0,6,5,6
Cc1nc2c(OCc3cccc(Cl)c3)cccn2c1N(C)CC1CC1,8,10,-4,-34,3,4,-15,68*,.
O=C(CCNS(=O)(=O)c1ccccc1)NNC(=O)C1COc2ccccc2O1 (stereo unspecified),-2,0,1,8,2,0,6,-29,2
O=C(Cn1cc(COc2ccc(Br)cc2)nn1)c1ccc(O)cc1,-20,0,6,7,4,3,-4,-2,33
O=c1c(F)cn(C2CCCO2)c(=O)n1Cc1ccc(Cl)cc1 (stereo unspecified),-11,-12,-11,4,-10,3,-5,-6,1
CCCC(NC(=O)C(C)NC(=O)CO/N=C1\C=C2CCC3C4CCC(C(C)=O)[C@@]4(C)CCC3[C@@]2(C)CC1)C(=O)O (stereo partly specified),-5,-4,-3,-5,-3,2,3,-10,2
Cc1ccc(CNc2nc(NCc3ccccc3)nc3ccsc23)c(C)c1,28*,28*,5,-15,9,22,-18,32,37
O=C(NC(=S)Nc1nc(-c2cccc3ccccc23)cs1)c1cc2ccccc2o1,5,-2,-2,4,0,1,3,-6,2
C[C@H](CO)N1C[C@H](C)[C@@H](CN(C)Cc2ccc3c(c2)OCO3)OCc2cnnn2CCCC1=O,-9,7,-7,8,2,1,0,-17,7
Cc1ccc(NC(=O)CN2CCN(C(=O)c3ccco3)CC2)cc1,-2,5,-6,3,-1,2,3,-8,-5
CC(C)(C)Nc1ncnc2sc(-c3ccccc3)cc12,-7,5,-7,-2,-9,1,-4,-12,5
Fc1cccc(CSc2ncnc3c2oc2ccccc23)c1,-15,12,-4,5,-4,1,-10,-7,13
O=C(c1cc2ccccn2n1)N1CCN(c2ccccn2)CC1,-13,1,-5,9,1,5,-1,-20,2
CCOC(=O)[C@]12CCCC=C1N(Cc1ccccc1)C(=O)[C@H](CC(=O)NCCc1ccccc1OC)C2,-18,0,.,.,-4,4,-4,.,28
CN(C)CCOCCOc1ccc(Cl)c2ccccc12,1,-2,-8,8,-16,11,5,-1,11
CN(C)C(=O)CN(c1ccc2c(c1)OCO2)S(C)(=O)=O,1,0,-4,5,1,2,2,-4,9
CN(C)Cc1csc(NC(=O)Nc2ccccc2C(C)(C)C)n1,-9,11,2,6,2,0,-6,-6,1
Cc1ccc([C@@H]2C[C@H]3[C@@H](CN2S(=O)(=O)c2ccc(C)cc2)C(=O)C[C@@H](c2ccc(Cl)cc2)N3S(=O)(=O)c2ccccc2C)cc1,-5,-3,-4,3,1,1,-1,1,2
CC(C)Cn1nc(NC(=O)c2ccco2)c2cc3ccccc3nc21,-9,8,-2,-6,-1,8,-11,14,2
COCCCN1C(=O)C(=O)/C(=C(/O)c2ccc(S(=O)(=O)N3CCCCC3)cc2)C1c1ccc(OC)cc1 (stereo unspecified),-3,6,-2,-3,0,0,-4,4,1
COc1ccc(CC(=O)N/N=C/c2cc([N+](=O)[O-])cc(Br)c2O)cc1,1,1,-1,7,-1,6,-7,-7,3
C=C[C@@H]1c2ccccc2N(S(=O)(=O)c2ccc(C)cc2)[C@H](c2ccc(OC(C)=O)cc2)C1(C#N)C#N,3,6,-3,0,0,1,-6,0,8
COc1ccc(CNC(=O)c2cncc(Br)c2)cc1,4,-1,-2,6,0,0,-1,-13,0
COc1ccc(NC(=S)N(CCN(C)C)C(C)c2ccncc2)cc1Cl (stereo unspecified),-10,3,-3,0,0,5,-5,1,4
O=C(O)c1cccc([N+](=O)[O-])c1C(=O)Nc1cccc2ccccc12,-2,1,-2,-1,3,1,-5,4,0
CC(=O)c1cccc(NC(=O)C2C3C=CC(C4CC34)C2C(=O)O)c1 (stereo unspecified),-5,-8,-3,7,-4,1,9,-12,9
COc1ccc(-c2csc3ncnc(N4CCN(c5ccccc5[N+](=O)[O-])CC4)c23)cc1,-5,-19,0,4,-3,1,1,-6,.
NC(N)=NS(=O)(=O)c1ccc(N)cc1,-8,-2,-2,3,0,0,-1,-19,0
COc1ccccc1C(C(=O)NCc1ccccc1)N(C(=O)c1csnn1)C1CC1 (stereo unspecified),-6,-3,-1,6,-2,1,-3,-4,-2
CCOC(=O)N1CCc2c(sc3c2C(=O)NC(c2ccccc2)N3)C1 (stereo unspecified),-11,-4,4,2,3,2,0,-16,.
Cc1ccc(NC(=O)CNc2ccc(OC(C)C)cc2)cc1,1,7,1,10,-1,3,1,-5,6
CCOCCn1c(COc2ccc(C)cc2)nc2ccccc21,10,-1,-5,1,-3,-1,-5,3,11

# Reformatted: results already given.
COc1ccc(NC(=S)N(CCN(C)C)C(C)c2ccncc2)cc1Cl (stereo unspecified)
- M4 antag: -10
- CHRM5 antagonist: 3
- M1 ag: -3
- M1 PAM: 0
- M5 ag: 0
- CHRM4 agonist: 5
- M5 PAM: -5
- CHRM1 antagonist: 1
- TAAR1 ag: 4
O=C(O)c1cccc([N+](=O)[O-])c1C(=O)Nc1cccc2ccccc12
- M4 antag: -2
- CHRM5 antagonist: 1
- M1 ag: -2
- M1 PAM: -1
- M5 ag: 3
- CHRM4 agonist: 1
- M5 PAM: -5
- CHRM1 antagonist: 4
- TAAR1 ag: 0

# Going on with the list:
SMILES,M4 antag,CHRM5 antagonist,M1 ag,M1 PAM,M5 ag,CHRM4 agonist,M5 PAM,CHRM1 antagonist,TAAR1 ag
Cc1ccc(C(=O)C(C)OC(=O)Cc2c[nH]c3ccccc23)cc1 (stereo unspecified),-3,11,-4,0,-4,0,2,-2,1
COc1ccc(CCNC(=O)Cc2ccc3c(c2)OCO3)cc1OC,7,-6,-3,6,0,0,-1,-7,2
COc1ccccc1/C=C/C=N/NC(=O)c1cc(-c2ccc(C)o2)[nH]n1,-8,5,0,-1,4,7,-10,-4,4
CC1CCC(C(C)C)C(OC(=O)Cn2c(-c3ccc(Br)cc3)[n+](C)c3ccccc32)C1 (stereo unspecified),2&11,11&19,-16&-4,-29&-18,-12&-12,3&2,-10&-19,23*,7&7
O=C(COC(=O)C1CC1)Nc1ccccc1Sc1ccccc1,0,-5,-10,5,-8,-1,2,-8,1
COc1cc(C)c(CNc2cc(C)cc(C)c2)cc1C,2,6,-5,1,1,0,-13,-2,1
CCN(CC)c1ccc(C(=O)N/N=C(\C)c2ccc(OC)c(OC)c2)cc1,4,2,-5,3,-4,0,0,-2,5
CCOc1ccc(CCN2C(=O)C(=O)N([C@@H](CC(C)C)CN3CCC[C@H]3CN3C(=O)C(=O)NC[C@@H]3CC(C)C)C[C@@H]2CC(C)C)cc1,-20,2,.,.,-1,0,-5,.,-1
c1cc(-c2nnc3n2CCCCC3)ccn1,-2,6,-4,8,1,-1,-1,-10,2
COc1ccc(CNC(=O)Cn2cc3c(n2)CCCCC3)cc1,2,-1,-6,6,0,2,-1,-15,2
CCCN1/C(=C(/C#N)C2=NS(=O)(=O)c3ccccc32)N(C)c2ccccc21,-10,4,-5,-5,3,6,-8,7,6
CCOC(=O)/C=C/C(=O)Nc1ccc(S(=O)(=O)N(C)c2ccccc2)cc1,-2,16,-1,4,2,10,-9,-4,9
C[C@H]1CN([C@@H](C)CO)C(=O)Cc2cc(NC(=O)CCC(F)(F)F)ccc2O[C@H]1CN(C)Cc1ccc(C(F)(F)F)cc1,5,12,-5,8,0,3,-3,-6,5
CCOc1ccc(CCNC(=O)CN2C(=O)NC3(CCCc4ccccc43)C2=O)cc1OCC (stereo unspecified),-7,1,-3,10,-2,2,5,-8,-1
COc1cc(NC(=O)CSc2nnc3ccccn23)cc(OC)c1,-13,12,-3,4,0,1,0,2,2
COCCNC(=O)C(c1ccc(C)cc1)N(C(=O)CCC(=O)Nc1ccccn1)c1ccccc1C (stereo unspecified),-5,7,-2,17,-3,1,-2,-9,-1
CSc1cccc(NC(=O)/C=C/c2ccco2)c1,-4,-1,-7,0,-2,1,5,-4,0
CCCCOCCCNC(=O)C[C@@H]1C[C@@]2(C(=O)OC)CCCCC=C2N(Cc2ccc3c(c2)OCO3)C1=O,-5,4,.,.,2,13,-8,.,8
CS(=O)(=O)N1N=C(c2ccco2)CC1c1ccco1 (stereo unspecified),-3,6,0,12,-4,0,3,-16,4
Cc1ccc(NS(=O)(=O)c2c(C)[nH]c(=O)[nH]c2=O)c(C)c1,8,6,-2,4,-1,0,-2,-2,3
O=C1N/C(=N/c2ccccn2)SC1Cc1ccccc1 (stereo unspecified),-2,1,0,-4,3,0,-1,-8,14
COc1ccc(Br)c2oc(S)cc(=O)c12,-7,12,-4,11,2,-1,-1,-2,1
CC12CN3CC(C)(CN(C1)C3c1ccc3c(c1)OCO3)C2O (stereo unspecified),-1,4,0,5,0,0,9,-15,3
Cc1cc(C(=O)CSc2cccc[n+]2[O-])c(C)n1-c1ccccc1,-14,-4,-3,5,2,2,-5,-9,7
O=C(Nc1ccc(N2CCOCC2)cc1)c1csc([C@@H]2C[C@H](O)[C@@H](CO)O2)n1,-2,9,1,17,1,0,-4,-22,2
COc1cccc(C(=O)COC(=O)C2CC(=O)N(c3ccc(Oc4ccccc4OC)cc3)C2)c1 (stereo unspecified),1,3,-1,-2,-1,9,-6,3,2
C[C@@H](NC(=O)/C(C#N)=C/c1ccc(O)c(O)c1)c1ccccc1,-11,-3,10,10,11,2,-1,-39,20
CCN(C(=S)Nc1cccnc1)c1ccccc1,1,4,-4,8,-2,1,5,-11,2
CC1(C(=O)Nc2ccccc2Cc2ccccc2)CCN1CCc1ccccc1 (stereo unspecified),3,3,-5,4,-1,-1,-2,-17,2
COc1ccccc1NC(=O)CCN1CCN(C)CC1,1,-1,-9,7,-2,0,5,-2,7
O=C(Nc1ccccc1)C1=C[C@@H](c2csc3ccccc23)C[C@@H](OCc2ccc(CO)cc2)O1,25,14,-3,2,-2,4,-9,3,15
COc1ccc(CCNC(=O)c2ccc(CS(=O)Cc3ccc(C)cc3)o2)cc1OC (stereo unspecified),-12,6,2,1,2,7,-7,-4,8
Cc1ccc(OCCNS(=O)(=O)c2cccs2)cc1,18,-7,-3,8,-1,0,1,-5,6
CCCC(=O)NC(=S)Nc1cc(-c2nc3ncccc3o2)ccc1C,2,16,-3,-3,-1,8,-11,2,1
O=C(O)CCSc1nnc(COc2cccc3cccnc23)n1-c1ccccc1,-3,-8,-6,7,-2,1,-6,-1,0
